Tb PGK inh: T. brucei PGK inhibition; PGK/GAPDH coupled, Kinase-Glo luminescence, 60 min; P07378; Potency, µM (titrated, usually from 57.5 µM), without a hit: at the highest dose activity change, negative = inhibition, usual class: inhibitors; 380,000 tested, 0.043% active; further: potency means the concentration at half of the fitted maximal effect; on the % scale 0 is the no-effect control and ±100 the full control effect; nearly all actives have a fitted effect of over 60% in size
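Luminescent ATP detection (Kinase-Glo Plus) follows a 60-minute room-temperature incubation, with wells lacking PGK as controls. Buffer: 100 mM TEA (pH 7.6), 5 mM MgCl2, 0.01% Tween-20. Coupling enzyme GAPDH (100 nM final) supplies unstable 1,3-BPG in-well.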
Pol eta inh: inhibitors of human DNA polymerase eta; Q9Y253; recombinant Pol eta, fluorescent DNA replication assay; Potency, µM (titrated, usually from 114 µM), for the others: at the highest dose activity change, negative = inhibition, actives largely listed as inhibitors; 390,000 tested, 1.2% active; further: potency means the concentration at half of the fitted maximal effect; on the % scale 0 is the no-effect control and ±100 the full control effect
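Pol eta (10 nM) was preincubated with compounds for 15 min at room temperature, after which fluorescent replication substrate (50 nM final) was added to start the reaction. Fluorescence was read kinetically at 0 and 10 min.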
RXFP1 antagonist: RXFP1 (human) relaxin receptor antagonism; HEK293-RXFP1, relaxin-stimulated cAMP HTRF, 30 min; stronger effect = lower value; activity change, negative = inhibition, % at 57.5 µM; 350,000 tested, 0.59% active; AID 1259400;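 active means activity change of -60% or lower, but not beyond a set lower limit; inconclusive means change between -60% and -40%, or beyond the set limit; inactive means change above -40%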; further: on the % scale 0 is the no-effect control and ±100 the full control effect
Target sequence (Q9HBX9 whole entry, looked up): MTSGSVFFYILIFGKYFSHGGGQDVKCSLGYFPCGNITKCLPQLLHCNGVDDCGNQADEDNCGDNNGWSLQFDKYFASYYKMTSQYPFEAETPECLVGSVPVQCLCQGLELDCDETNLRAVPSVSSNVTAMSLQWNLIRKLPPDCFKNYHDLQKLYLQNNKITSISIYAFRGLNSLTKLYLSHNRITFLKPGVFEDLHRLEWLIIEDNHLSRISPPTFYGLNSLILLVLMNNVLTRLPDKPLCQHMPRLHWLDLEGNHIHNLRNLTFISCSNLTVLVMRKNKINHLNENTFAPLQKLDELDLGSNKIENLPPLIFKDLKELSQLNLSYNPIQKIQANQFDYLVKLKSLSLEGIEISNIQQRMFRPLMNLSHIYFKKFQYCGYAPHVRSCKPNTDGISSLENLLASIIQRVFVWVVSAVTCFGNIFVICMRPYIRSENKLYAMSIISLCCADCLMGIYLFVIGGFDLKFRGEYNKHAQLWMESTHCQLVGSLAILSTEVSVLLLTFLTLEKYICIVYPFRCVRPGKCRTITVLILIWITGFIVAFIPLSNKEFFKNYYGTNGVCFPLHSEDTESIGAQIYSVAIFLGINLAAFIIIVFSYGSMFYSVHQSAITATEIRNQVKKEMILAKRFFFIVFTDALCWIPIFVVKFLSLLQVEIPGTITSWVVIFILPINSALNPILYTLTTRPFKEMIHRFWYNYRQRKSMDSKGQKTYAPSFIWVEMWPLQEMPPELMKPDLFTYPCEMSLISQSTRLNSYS
POLB inh: inhibitors of human DNA polymerase beta; P06746; Pol beta primer extension/strand displacement, fluorescence kinetic; Potency, µM (top dose mostly 114 µM), without a hit: at the top dose activity change, negative = inhibition, actives largely listed as inhibitors; 340,000 tested, 1.3% active; further: potency means the concentration at half of the fitted maximal effect; on the % scale 0 is the no-effect control and ±100 the full control effect
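Curves were derived by four-parameter Hill fits of normalized qHTS data. The kinetic fluorescent primer-extension read was taken at 0 and 10 min after 50 nM substrate, following a 15 min room-temperature preincubation of 10 nM enzyme with compounds.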
BLM helicase inh: blocks DNA unwinding by human BLM helicase; recombinant BLM DNA unwinding, fluorescence dequenching; Potency, µM (titrated, usually from 56.1 µM), inactives show at the top dose activity change, negative = inhibition, actives largely listed as inhibitors; 350,000 tested, 0.2% active;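 further: potency means the concentration at half of the fitted maximal effect; plate controls were vehicle for no effect and no enzyme for full effect; nearly all actives have a fitted effect of over 35% in size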
Anesthetic bind: binds horse apoferritin like a general anesthetic | P02791 | apoferritin/1-aminoanthracene competitive binding, fluorescence | Potency, µM (top dose mostly 77.5 µM), for the others: at the highest dose activity change, negative = displacement, usual class: inhibitors | 350,000 tested, 0.074% active | AID 485281; further: potency means the concentration at half of the fitted maximal effect; on the % scale 0 is the no-effect control and ±100 the full control effect; nearly all actives have a fitted effect of over 20% in size
Target sequence (P02791 2-175 limits assumed): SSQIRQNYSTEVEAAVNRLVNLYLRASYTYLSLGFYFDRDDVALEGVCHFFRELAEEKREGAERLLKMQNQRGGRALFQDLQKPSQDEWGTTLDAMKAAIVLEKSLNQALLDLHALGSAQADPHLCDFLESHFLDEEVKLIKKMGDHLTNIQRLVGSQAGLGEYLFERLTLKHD
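Horse-spleen apoferritin (10 uM) in 50% saturated 1-aminoanthracene in PBS was incubated 10 min at room temperature with compound. Fluorescence (ex 380, em 535 nm) was normalized to free and bound 1-AMA, with concentration-response fitted by a four-parameter Hill equation.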
POLI inh: blocks human DNA polymerase iota activity | Q9UNA4 | Pol iota fluorescent replication assay, 10 min | Potency, µM (titrated, usually from 115 µM), for inactives: at the highest dose activity, negative = inhibition, actives largely listed as inhibitors | 390,000 tested, 1% active | AID 588590; further: potency means the concentration at half of the fitted maximal effect
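Pol iota at 10 nM preincubated 15 min with compounds at room temperature; reaction started with fluorescent substrate, 50 nM final. Fluorescence read kinetically at 0 and 10 min; buffer-only wells as negative control.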
APE1 inh: inhibitors of human APE1 endonuclease | P27695 | recombinant APE1, TAMRA/BHQ-2 abasic DNA cleavage fluorescence | Potency, µM (titrated, usually from 65.8 µM), without a hit: at the highest dose activity change, negative = inhibition, usual class: inhibitors | 350,000 tested, 0.35% active;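 further: potency means the concentration at half of the fitted maximal effect; plate controls were vehicle for no effect and reference inhibitor for full effect; nearly all actives have a fitted effect of over 55% in size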
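Readout is kinetic fluorescence (ex 525, em 598 nm) from cleavage of 50 nM TAMRA/BHQ-2 THF abasic duplex by 0.75 nM APE1, compound added 15 min beforehand at RT.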
Pol kappa inh: blocks human DNA polymerase kappa activity; purified Pol kappa, fluorescent DNA synthesis assay, 10 min; 400,000 tested, 0.53% active; AID 588579; Potency, µM (titrated, usually from 107 µM), for inactives: top-dose activity, negative = inhibition, hits mostly inhibitors; further: potency means the concentration at half of the fitted maximal effect; on the % scale 0 is the no-effect control and ±100 the full control effect
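Here, compound and 10 nM enzyme are combined for 15 min at room temperature; adding 50 nM substrate (final) starts DNA synthesis, tracked by fluorescence at 0 and 10 min against buffer-only wells.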
* hit, by the source's call; i = inactive; ? = inconclusive; · = no result given; & = joins results of further samples; [ ] = remark or other dose. Unless noted, the call rests on the fitted dose curve; in most records, active means well fitted curve in the direction sought with a large enough effect; inconclusive means small, poorly fitted or top-dose-only effect, or another doubt; inactive means no such curve, though single readings can be large; an effect the other way counts as inactive or inconclusive. The list is partial; rates above refer to the full screens.

mol	Tb PGK inh	Pol eta inh	APE1 inh	Anesthetic bind	POLB inh	POLI inh	Pol kappa inh	RXFP1 antagonist	BLM helicase inh
O=c1[nH]c(C2CCN(S(=O)(=O)c3ccccc3)CC2)nc2c1nnn2Cc1c(F)cccc1Cl	i	-18.5%	9.9%	-12.6%	17.5%	13.9%	4.1%	9.7	-5.8%
CCn1c(C(C)NC(C)=O)nc2ccccc21 (stereo not drawn)	-10.2%	-6.9%	-1.8%	-0.8%	25.1%	0.5%	12.1%	-7.1	1.7%
Cn1c(CSc2nc3ccccc3s2)nnc1SCC(=O)NCc1cccnc1	i	-3.0%	·	·	·	-16.1%	-9.8%	·	·
COc1ccc(Cn2nnnc2CN2CCCCCC2)cc1	-3.9%	-12.1%	14.1%	-11.6%	18.6%	-13.4%	10.5%	-9.6	1.5%
FC(F)(F)c1ccc(CN2C[C@@H]3C(c4ccccc4)C4(c5ccccc5)CC3(C4)[C@H]2c2ccccc2)cc1 (stereo partly drawn)	·	·	-3.1%&-1.4%	-2.2%&2.1%	-15.5%	·	·	·	0.8%&-5.1%
O=C(O)CC1SC(=Nc2ccc(O)cc2)NC1=O (stereo not drawn)	-1.4%	-2.4%	-1.3%	-2.0%	1.0%	35.1%[activator]	-3.8%	11.9	1.4%
O=C(NCc1ccc(Cl)cc1)c1ccc(Cn2c(=O)c3cccn3c3cccnc32)cc1	i	-15.0%	·	-3.7%	28.6%	-10.6%	-24.9%	-1.9	-1.9%
CN1C(=O)Cc2cc(S(=O)(=O)CCC(=O)Nc3ccccc3)ccc21	11.3%	2.5%	·	-6.5%	3.1%	32.8%[activator]	-21.0%	·	-2.9%
Cc1cc(C)cc(NC(=S)N(Cc2cccc(Br)c2)CC2CCC(C(=O)O)CC2)c1 (stereo not drawn)	-4.4%	-21.4%	-4.0%	-12.7%	6.0%	18.3%	-3.6%	5.2	-0.8%
COCCNc1nnc(SCC(=O)NNC(=O)c2ccco2)s1	-10.6%	-19.9%	-8.3%	·	·	21.6%	-9.7%	6.2	·
O=C(NCc1ccco1)C(c1ccc(F)cc1)N(Cc1cccnc1)C(=O)Cn1nnc2ccccc21 (stereo not drawn)	-8.2%	1.9%	-6.3%	-8.8%	40.9%	1.4%	-7.6%	-7.5	-2.9%
CCOC(=O)c1c(NC(=O)Nc2ccc(F)cc2)sc2c1CCN(C)C2	-9.2%	-8.9%	5.0%	1.2%	30.6%	?	-1.7%	-0.4	25.9%

Record cards, from the list above. Values in the order: Tb PGK inh, Pol eta inh, APE1 inh, Anesthetic bind, POLB inh, POLI inh, Pol kappa inh, RXFP1 antagonist, BLM helicase inh
O=C(O)CC1SC(=Nc2ccc(O)cc2)NC1=O (stereo not drawn) reads -1.4%, -2.4%, -1.3%, -2.0%, 1.0%, 35.1%[activator], -3.8%, 11.9, 1.4%
COc1ccc(Cn2nnnc2CN2CCCCCC2)cc1 reads -3.9%, -12.1%, 14.1%, -11.6%, 18.6%, -13.4%, 10.5%, -9.6, 1.5%

(listing goes on)
mol	Tb PGK inh	Pol eta inh	APE1 inh	Anesthetic bind	POLB inh	POLI inh	Pol kappa inh	RXFP1 antagonist	BLM helicase inh
CC(C)(C)OC(=O)N[C@@H](Cc1ccccc1)C(=O)N[C@@H](CO)[C@H](O)[C@@H]1C[C@@H]1C(=O)NC1CC1	-8.4%	-9.3%	6.3%	-5.1%	3.8%	44.8%[activator]	5.8%	·	-1.2%
CCOC(=O)c1c(C)[nH]c2ccc(O)cc12	i	4.0%	21.6%	-8.9%	11.6%	19.6%	-6.0%	-13.5	-3.8%
CCN(CC)c1ccc(NC(=O)c2ccc(NC(=O)C3CCCO3)cc2)c(C)c1 (stereo not drawn)	-5.1%	-13.7%	15.6%	2.8%	14.7%	12.1%	-10.6%	-4.5	1.3%
CCCCNC(=O)C1CCCN1C(=O)Nc1ccccc1 (stereo not drawn)	-0.6%	-0.9%	-1.7%	-5.5%	9.3%	14.6%	0.8%	-15.2	-8.4%
Cc1c(C(=O)N/N=C/c2ccc(-c3ccccc3[N+](=O)[O-])o2)sc(N)c1C#N	-1.3%	14.1µM*	1.3%	?	-6.1%	56.2µM*	-11.6%	-5.5	7.94µM*
C=CCNC(=O)CC(=O)N/N=C/c1ccc(C(=O)OC)cc1	-3.8%	-12.3%	0.2%	-3.9%	17.6%	0.1%	-12.9%	-3.4	1.0%
CCOC(=O)c1ccc(CNC(=O)C(Cc2c[nH]c3ccccc23)NC(C)=O)o1 (stereo not drawn)	-2.4%	-12.6%	-7.1%	-3.7%	-4.6%	-4.7%[58.9 µM]	1.8%	-19.4	0.8%
Cc1cccc(-c2sc(Nc3ccccc3)n[n+]2-c2ccccc2)c1	-2.0%	-9.9%	13.9%	·	·	-10.9%	17.0%	·	·
CCc1ccc(-n2c(=O)c3c4c(sc3n(Cc3ccccc3C#N)c2=O)CCCC4)cc1	-0.1%	-6.1%	·	25.9%	11.4%	6.4%	6.1%	-8.1	-2.5%
O=C(Nc1ccccc1N1CCCC1)c1ccc(F)c(S(=O)(=O)N2CCOCC2)c1	-8.6%	-16.3%	-9.3%	·	·	24.9%	-1.8%	-6.5	·
Cc1ccc(OCC(=O)Nc2ccc(-c3nnc(-c4ccco4)o3)cc2)cc1	-6.2%	?	2.4%	-12.4%	14.1µM*	?	-18.4%	1.2	-7.5%
COc1ccccc1CNC(=O)c1cc2ccccc2oc1=O	i	-3.5%	15.5%	-10.5%	27.3%	26.9%	4.8%	4.4	-6.2%
Fc1ccc(-c2nnc3ccc(N4CCc5ccccc5C4)nn23)cc1	-9.3%	-27.3%	-3.5%	?	?	3.7%	-6.1%	·	-7.3%
CC1CN(Cc2ccccc2)C(=S)NC1=O (stereo not drawn)	-4.8%	-4.4%	·	·	·	7.9%	-15.4%	-2.5	·
NNC(=O)c1nnn(-c2nonc2N)c1CN1CCc2ccccc2C1	6.5%	1.4%	1.1%	-13.4%	-13.5%	8.7%	-11.4%	-6.8	-6.2%
Cc1cccc(-c2nc(C)c(CCNC(=O)c3cccs3)s2)c1	-9.4%	0.7%	·	-14.4%	0.6%	9.7%	-7.5%[60.1 µM]	·	-1.0%
Cc1cccc(NC(=S)N2CCCN(c3ncccc3[N+](=O)[O-])CC2)c1	i	-12.0%	12.9%	-4.4%	23.9%	135.6%[activator]	-5.0%	4.3	-7.0%
CC(C)NS(=O)(=O)c1ccc(NC(=O)CCc2ccccc2)cc1	-5.7%	-6.8%	0.0%	-14.1%	-0.7%	-4.8%[58.9 µM]	-2.2%	21.7	-1.1%
CCOCCc1nnc(NC(=O)Cc2ccccc2)s1	-4.5%	-10.1%	-2.0%	-6.5%	1.0%	38.3%[activator]	-15.2%	7.2	-9.2%
Cc1ccc(C)c(Nc2nnc(-c3ccc(C)c(S(=O)(=O)NCC4CCCO4)c3)c3ccccc23)c1 (stereo not drawn)	-10.0%	-26.1%	·	53.0%[activator]	1.5%	24.9%	-3.9%	-14.3	-5.4%
O=C(Nc1ccccc1N1CCOCC1)c1ccc2ccccc2n1	3.7%	-11.2%	-4.1%	-12.8%	18.9%	?	-8.7%	5.3	-6.0%
CCOc1ccc(CCNC(=O)COC(=O)c2cccc(S(=O)(=O)N3CCCCC3)c2)cc1OCC	-3.6%	-8.0%	-8.3%	·	·	11.6%	?	2.3	·
O=C(c1ccco1)N1CCN(S(=O)(=O)c2cccs2)CC1	i	4.3%	10.4%	-4.2%	-22.9%	38.5%[activator]	-10.5%	1.5	-6.9%
CNC(=O)NC(=O)COc1ccc2oc3c(c2c1)CCCC3	-6.3%	-1.9%	39.9%	-6.7%	18.4%	30.8%[activator]	-11.3%	-5.6	-4.0%
COc1ccc(/C=N/NC(=O)c2ccc(Cl)c(S(N)(=O)=O)c2)cc1OCC(N)=O	6.4%	-3.2%	?	8.4%	-24.5%	-19.5%	79.4µM*	-6.5	-8.2%
CCn1c(CCc2nc3ccccc3[nH]2)n[nH]c1=S	-9.6%	-2.1%	4.8%	-4.3%	8.1%	29.4%	-0.9%	0.5	0.9%
O=C(O)Cc1csc(NC(=O)CSc2cccc(C(=O)O)n2)n1	i	-15.5%	1.8%	-3.9%	29.9%	3.2%	0.4%	-10.4	1.6%
CCOCC(=O)Nc1cc(-c2cn3cccnc3n2)ccc1C	4.6%	-18.6%	18.2%	55.4%[activator]	?	12.7%	-16.7%	-6.2	-1.3%
Cc1cc(C(=O)CSc2n[nH]c(N)n2)c(C)n1-c1ccc(F)cc1	i	-5.5%	9.2%	7.1%	-19.5%	-1.9%	-13.7%	8.9	-7.4%
COCCSc1ccccc1C(=O)Nc1ccncc1	6.1%[11.5 µM]	-2.9%	9.4%	-9.1%	?	2.2%	-1.7%	5.0	1.8%
Cc1cc2c(c(=O)n1CCc1ccccc1)C(C(C)C)C(C#N)=C(N)O2 (stereo not drawn)	-8.4%	7.2%	0.6%	-11.7%	-0.1%	6.0%	-1.0%	25.8	0.9%
Cc1cccc(-c2nnc3n2N=C(c2ccccc2)CS3)c1	-8.2%	-0.7%	2.5%	-12.9%	23.4%	-2.8%	2.5%	-13.6	-0.8%
COc1ccc(S(=O)(=O)N2CCc3ccccc32)cc1C(=O)NCCc1ccccn1	-5.4%	-18.0%	-2.9%	-9.0%	13.6%	96.5%[activator]	-22.4%	-8.5	1.2%
CC(=O)Nc1ccc(NC2=C(Cl)C(=O)c3ccccc3C2=O)cc1	-7.9%	-14.2%	-0.9%	-6.3%	0.1%	-90.0%	-2.3%	-5.9	8.5%
COc1ccc(C(=O)NN2C(=O)C3CCC(C)(C2=O)C3(C)C)cc1 (stereo not drawn)	-11.0%	-11.4%	13.8%	-12.7%	-5.3%	-10.8%[58.9 µM]	2.3%	-3.7	-2.5%
CCOC(=O)c1cnn(-c2ccccc2)c1-n1cccc1C(=O)C(=O)Nc1ccc(F)cc1	-10.2%	-20.1%	-6.2%	?	2.6%	3.5%	-22.5%	0.5	-11.4%
O=C(CN1C(=O)NC2(CCCCCCC2)C1=O)Nc1ccc(Br)cc1Br	-6.6%	-20.6%	-9.8%	·	·	-5.6%	4.2%	3.6	·

Compound activity from PubChem.
